Bioassay records (PubChem)
BAZ2B inh = inhibitors of human BAZ2B bromodomain | AlphaScreen BAZ2B-H3K14Ac peptide displacement | AID 504333 | 4.4% of 360,000 active | Q9UIF8 | Potency, µM (top dose mostly 114 µM), without a hit: at the top dose activity change, negative = inhibition, usual class: inhibitors; also: % is scaled to controls: 0 for no effect and ±100 for the full control effect; nearly all actives have a fitted effect of over 60% in size
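AlphaScreen displacement: compounds (up to 110uM) incubated 30 min at room temperature with a preformed 50 nM BAZ2B/50 nM biotinylated H3K14Ac peptide complex in PBS pH 7.4 with Tween-20. Donor and acceptor beads at 10 ug/mL final added, 20 min light-protected before reading.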
G9a block = G9a (human) methyltransferase inhibition; Q96KQ7; G9a H3K9 monomethylation, AlphaScreen, 2 h; Potency, µM (top dose mostly 102 µM), inactives show at the highest dose activity, negative = inhibition, usual class: inhibitors; 8.8% of 350,000 active; also: % is scaled to controls: 0 for no effect and ±100 for the full control effect; nearly all actives have a fitted effect of over 75% in size
Target sequence (Q96KQ7 913-1193 limits assumed): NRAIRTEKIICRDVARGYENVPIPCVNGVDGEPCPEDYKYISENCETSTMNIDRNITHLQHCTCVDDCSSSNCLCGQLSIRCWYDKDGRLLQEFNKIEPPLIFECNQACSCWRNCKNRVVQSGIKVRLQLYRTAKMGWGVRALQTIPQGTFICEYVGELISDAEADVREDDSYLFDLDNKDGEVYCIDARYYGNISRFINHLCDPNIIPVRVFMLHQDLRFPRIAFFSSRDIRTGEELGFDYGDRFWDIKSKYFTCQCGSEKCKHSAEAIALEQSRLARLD
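Compounds were preincubated with 20 nM G9a for 15 min, after which biotinylated H3K9 peptide (500 nM) and SAM (20 uM) started a 2 h room-temperature reaction. Monomethylated product was quantified by antibody-based AlphaScreen chemiluminescence.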
POLI inh = blocks human DNA polymerase iota activity; 1% of 390,000 active; Pol iota fluorescent replication assay, 10 min; Potency, µM (highest dose often 115 µM), for inactives: top-dose activity, negative = inhibition, hits mostly inhibitors; Q9UNA4
Target sequence (Q9UNA4 whole entry, looked up): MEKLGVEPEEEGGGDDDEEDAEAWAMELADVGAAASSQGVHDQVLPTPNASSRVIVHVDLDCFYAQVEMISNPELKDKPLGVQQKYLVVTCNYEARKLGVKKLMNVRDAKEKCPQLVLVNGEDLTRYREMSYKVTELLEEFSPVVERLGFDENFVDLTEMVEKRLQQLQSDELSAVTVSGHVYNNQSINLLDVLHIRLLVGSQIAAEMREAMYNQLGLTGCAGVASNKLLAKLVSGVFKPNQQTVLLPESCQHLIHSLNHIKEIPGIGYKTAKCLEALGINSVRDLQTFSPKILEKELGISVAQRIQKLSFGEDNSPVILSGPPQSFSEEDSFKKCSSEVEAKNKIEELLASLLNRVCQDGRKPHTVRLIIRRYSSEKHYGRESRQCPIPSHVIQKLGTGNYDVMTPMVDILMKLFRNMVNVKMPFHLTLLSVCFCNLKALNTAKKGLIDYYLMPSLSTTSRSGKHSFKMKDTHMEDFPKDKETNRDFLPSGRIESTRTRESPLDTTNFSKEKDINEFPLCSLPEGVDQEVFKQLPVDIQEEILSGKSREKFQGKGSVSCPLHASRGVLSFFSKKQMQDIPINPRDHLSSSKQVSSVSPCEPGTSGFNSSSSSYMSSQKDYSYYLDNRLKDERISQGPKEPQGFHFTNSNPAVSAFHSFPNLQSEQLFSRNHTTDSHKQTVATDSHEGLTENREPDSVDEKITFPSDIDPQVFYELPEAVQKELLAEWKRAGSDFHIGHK
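Pol iota at 10 nM preincubated 15 min with compounds at room temperature; reaction started with fluorescent substrate, 50 nM final. Fluorescence read kinetically at 0 and 10 min; buffer-only wells as negative control.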
APEX1 inh = inhibitors of human APE1 endonuclease. Potency, µM (doses to about 65.8 µM), for the others: top-dose activity change, negative = inhibition, actives largely listed as inhibitors. 0.35% of 350,000 active. recombinant APE1, TAMRA/BHQ-2 abasic DNA cleavage fluorescence. P27695;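 also: plate controls were vehicle for no effect and reference inhibitor for full effect; nearly all actives have a fitted effect of over 55% in size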
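Substrate: short duplex with […] THF abasic site, 5'-TAMRA and 3'-BHQ-2, 50 nM final. APE1 at 0.75 nM, preincubated 15 min RT with compound. Fluorescence increase from first to third read measured activity.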
BLM helicase inh = Bloom syndrome helicase (human) inhibition; P54132; recombinant BLM DNA unwinding, fluorescence dequenching; Potency, µM (doses to about 56.1 µM), without a hit: top-dose activity change, negative = inhibition, actives largely listed as inhibitors; 0.2% of 350,000 active; AID 2528;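 also: plate controls were vehicle for no effect and no enzyme for full effect; nearly all actives have a fitted effect of over 35% in size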
POLB inh = blocks human DNA polymerase beta activity; P06746; Pol beta primer extension/strand displacement, fluorescence kinetic; Potency, µM (titrated, usually from 114 µM), for the others: top-dose activity change, negative = inhibition, actives largely listed as inhibitors; 1.3% of 340,000 active; AID 485314; also: % is scaled to controls: 0 for no effect and ±100 for the full control effect
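Preincubation: enzyme (10 nM) with compound, 15 min, RT. Reaction: substrate added to 50 nM final. Reads: 0 and 10 min. Analysis: normalized, Hill fit.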
Pol eta inh = blocks human DNA polymerase eta activity. Q9Y253. recombinant Pol eta, fluorescent DNA replication assay. Potency, µM (highest dose often 114 µM), inactives show at the top dose activity change, negative = inhibition, hits mostly inhibitors. 1.2% of 390,000 active; also: % is scaled to controls: 0 for no effect and ±100 for the full control effect
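Pol eta at 10 nM preincubated with compounds 15 min at room temperature; reaction started with fluorescent substrate (50 nM final) and read kinetically at 0 and 10 min.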
POLK inh = inhibitors of human DNA polymerase kappa; 0.53% of 400,000 active; purified Pol kappa, fluorescent DNA synthesis assay, 10 min; Potency, µM (doses to about 107 µM), inactives show top-dose activity, negative = inhibition, hits mostly inhibitors; AID 588579; Q9UBT6; also: % is scaled to controls: 0 for no effect and ±100 for the full control effect
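Pol kappa 10 nM + cpd, 15 min RT; start w/ substrate 50 nM final; fluorescence kinetic read, 0 and 10 min. Neg ctrl: buffer, no enzyme.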
Anesthetic bind = candidate novel general anesthetic via apoferritin binding; apoferritin/1-aminoanthracene competitive binding, fluorescence; P02791; Potency, µM (titrated, usually from 77.5 µM), for inactives: at the top dose activity change, negative = displacement, hits mostly inhibitors; 0.074% of 350,000 active; also: % is scaled to controls: 0 for no effect and ±100 for the full control effect; nearly all actives have a fitted effect of over 20% in size
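Horse-spleen apoferritin (10 uM) in 50% saturated 1-aminoanthracene in PBS was incubated 10 min at room temperature with compound. Fluorescence (ex 380, em 535 nm) was normalized to free and bound 1-AMA, with concentration-response fitted by a four-parameter Hill equation.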
Numbers without * were called inactive; u = inconclusive; x = no result given; [ ] = remark or other dose. Calls follow the shape of the dose curve; as a rule, active = well fitted curve in the direction sought with a large enough effect; inconclusive = small, poorly fitted or top-dose-only effect, or another doubt; inactive = no such curve, though single readings can be large; an effect the other way counts as inactive or inconclusive. Potency is read from the fitted curve at half-maximal effect.

entry	mol	BAZ2B inh	G9a block	POLI inh	APEX1 inh	BLM helicase inh
1	COc1ccc(N2CCN(C3CC(=O)N(Cc4ccc(N5CCCC5=O)cc4)C3=O)CC2)cc1 (stereo unspecified)	u	-9%[0.0925 µM]	10%	17%	-8%
2	Cn1c(SCC(=O)N2CCc3ccccc32)nc2cccnc21	-1%	-30%	u	-5%	3%
3	CCCOc1cc(C)c(Cl)cc1S(=O)(=O)N(CC)CC	45%[activator]	58%[activator][59 µM]	-14%	1%	-5%
4	CNC(=O)c1ccc(-c2ccccc2)s1	-1%	3%	10%	-1%	1%
5	COc1ccc(OCC(O)CNS(=O)(=O)c2ccc(NC(C)=O)cc2)cc1 (stereo unspecified)	-1%	6%	17%	-17%	-2%
6	Cc1ccc(OCC(=O)N2CC3(C)CC2CC(C)(C)C3)cc1 (stereo unspecified)	10%	-12%[59 µM]	-8%	2%	2%
7	CSc1ccccc1NC(=O)c1ccccc1N(C)S(C)(=O)=O	47%[activator]	-37%[2.33 µM]	-9%	-7%	0%
8	COc1ccc(NC(=O)Nc2ccccn2)cc1OC	-1%	x	-13%	0%	-4%

entry	POLB inh	Pol eta inh	POLK inh	Anesthetic bind
1	20%	-11%	-6%	-5%
2	35%	-10%	4%	-16%
3	-2%	-21%	-12%	2%
4	26%	-1%	-1%	u
5	-26%	-17%	-14%	-4%
6	-2%	-19%	-19%	6%
7	2%	-17%	4%	-11%
8	-12%	-5%	4%	3%

Whole records, looked up by structure. Order of screens: BAZ2B inh	G9a block	POLI inh	APEX1 inh	BLM helicase inh	POLB inh	Pol eta inh	POLK inh	Anesthetic bind
Profile of CCCOc1cc(C)c(Cl)cc1S(=O)(=O)N(CC)CC : 45%[activator]	58%[activator][59 µM]	-14%	1%	-5%	-2%	-21%	-12%	2%
Profile of Cn1c(SCC(=O)N2CCc3ccccc32)nc2cccnc21 : -1%	-30%	u	-5%	3%	35%	-10%	4%	-16%
Profile of COc1ccc(NC(=O)Nc2ccccn2)cc1OC : -1%	x	-13%	0%	-4%	-12%	-5%	4%	3%
Profile of COc1ccc(OCC(O)CNS(=O)(=O)c2ccc(NC(C)=O)cc2)cc1 (stereo unspecified) : -1%	6%	17%	-17%	-2%	-26%	-17%	-14%	-4%

(next part)
entry	mol	BAZ2B inh	G9a block	POLI inh	APEX1 inh	BLM helicase inh
9	CCN(C(=O)CSc1nc2ncccc2[nH]1)c1ccc(C(C)C)cc1	-3%	-5%[59 µM]	15%	x	-1%
10	CC(C)Oc1ccc(C2C(C(=O)c3ccco3)=C(O)C(=O)N2Cc2cccnc2)cc1 (stereo unspecified)	2%	-42%[12.7 µM]	5%	1%	-4%
11	Cc1ccc(S(=O)(=O)N2CCN(C(=O)c3ccc(Br)o3)CC2)c(C)c1	-30%	79µM*	-4%	16%	-7%
12	O=C(N/N=C/c1cccnc1)c1ccccc1OCc1cccc(Br)c1	x	-31%	78%[activator]	-3%	2%
13	Clc1ccc(CCNC(c2cccc(Cl)c2)c2nnc(-c3ccccc3)o2)cc1 (stereo unspecified)	37%	76%[activator][59 µM]	2%	x	-8%
14	CCCN(CCC)CC(O)Cn1cc(/C=C/C(=O)c2ccc(OCC)cc2)c2ccccc21 (stereo unspecified)	u	-39%[59 µM]	-22%	x	0%
15	CC(C)Oc1ccccc1/C=N/NC(=O)c1ccc(F)cc1	7%	17%[59 µM]	17%	0%	2%
16	CC(C)C(NC(=O)CSc1ccc(Cl)cc1)C(C)C	-1%	1%	6%	2%	-4%

entry	POLB inh	Pol eta inh	POLK inh	Anesthetic bind
9	16%	-1%	13%	-12%
10	-19%	1%	-7%	3%
11	5%	-2%	-5%	-4%
12	13%	-18%	7%	-12%
13	17%	-17%	-9%	35%[activator]
14	13%	-9%	-13%	-11%
15	-27%	-13%	-21%	1%
16	17%	-8%	-10%	-13%

Next part
entry	mol	BAZ2B inh	G9a block	POLI inh	APEX1 inh	BLM helicase inh
17	O=S(=O)(Nc1ccc(Oc2ncccn2)c(Cl)c1)c1ccc(F)cc1	24%	u	59%[activator]	9%	-4%
18	COc1ccc(OC)c(-c2nc(C(N)=O)c3[nH]c(=O)n(-c4ccc(F)cc4)c3n2)c1	6%	17%	18%	-9%	-3%
19	CCOc1ccc(NC(=O)NCCN2CCN(c3cc(Cl)ccc3C)CC2)cc1	-10%	-13%[59 µM]	6%	x	-2%
20	Cc1ccc(NC(=O)CCc2ccccc2)cc1S(=O)(=O)N1CCOCC1	x	x	9%	1%	x
21	Cc1cc(NC(=O)C2CCCN(S(=O)(=O)c3cn(C)cn3)C2)ccc1Br (stereo unspecified)	-9%	-2%[12.7 µM]	33%[activator]	x	-1%
22	CCN(C(=O)COc1cc(=O)n(C)c2ccccc12)c1cccc(C(F)(F)F)c1	-12%	u	28%	x	-6%
23	O=c1oc2ccccc2n1CCCCCn1c(=O)oc2ccccc21	30%	6%[59 µM]	2%	-4%	-2%
24	CC1CCCN(c2nc(N(C)c3ccccc3)nc(N)c2[N+](=O)[O-])C1 (stereo unspecified)	u	32µM*	111%[activator]	0%	-10%

entry	POLB inh	Pol eta inh	POLK inh	Anesthetic bind
17	0%	-17%	-8%	u
18	18%	-11%	5%	0%
19	-28%	-16%	-7%	-4%
20	x	-11%	-9%	x
21	2%	-10%	-12%[60.1 µM]	51%[activator]
22	16%	-19%	-9%	-11%
23	-16%	-3%	-6%	-15%
24	0%	-5%	-1%	-20%

Next structures:
entry	mol	BAZ2B inh	G9a block	POLI inh	APEX1 inh	BLM helicase inh
25	CCN(CC)CCCNC(=O)c1ccc2c(c1)N(Cc1c(F)cccc1Cl)C(=O)c1ccccc1S2	x	u	18%	x	6%
26	COCCNc1ccc(-c2nc(-c3ccccn3)no2)cc1[N+](=O)[O-]	1%	-3%[59 µM]	6%	x	-6%
27	Cc1c(NS(=O)(=O)c2ccc3c(c2)Cc2ccccc2-3)c(=O)n(-c2ccccc2)n1C	-29%	-8%	12%	-2%	-1%
28	C/C(=N\NC(=S)NC1CCCCC1)c1ccc(Cl)c(Cl)c1	-12%	37%[59 µM]	14%	u	-5%
29	CCOC(=O)C1CCCN(C(=O)Cn2cnc3sc(C)c(S(=O)(=O)N4CCOCC4)c3c2=O)C1 (stereo unspecified)	6%	-3%	35%[activator]	-5%	-1%
30	C=CCN1C(=O)C(CC(=O)O)SC1=Nc1c(C)n(C)n(-c2ccccc2)c1=O (stereo unspecified)	u	-3%	21%	-9%	-2%
31	CCn1c(SCC(=O)Nc2ccccc2N2CCOCC2)nnc1-c1ccccc1	3%	-5%[12.7 µM]	4%	-3%	1%
32	CSc1ccccc1NC(=O)C1=COCCO1	1%	x	44%[activator]	1%	0%

entry	POLB inh	Pol eta inh	POLK inh	Anesthetic bind
25	3%	-15%	-9%	-12%
26	-28%	0%	7%	u
27	0%	-10%	4%	-11%
28	25%	-8%	11%	1%
29	0%	3%	-6%	7%
30	7%	-4%	-3%	-3%
31	15%	3%	-15%	-7%
32	63%	-11%	-9%	-3%

Reprinted at random: six records from the list
entry	mol	BAZ2B inh	G9a block	POLI inh	APEX1 inh	BLM helicase inh
26	COCCNc1ccc(-c2nc(-c3ccccn3)no2)cc1[N+](=O)[O-]	1%	-3%[59 µM]	6%	x	-6%
30	C=CCN1C(=O)C(CC(=O)O)SC1=Nc1c(C)n(C)n(-c2ccccc2)c1=O (stereo unspecified)	u	-3%	21%	-9%	-2%
28	C/C(=N\NC(=S)NC1CCCCC1)c1ccc(Cl)c(Cl)c1	-12%	37%[59 µM]	14%	u	-5%
31	CCn1c(SCC(=O)Nc2ccccc2N2CCOCC2)nnc1-c1ccccc1	3%	-5%[12.7 µM]	4%	-3%	1%
25	CCN(CC)CCCNC(=O)c1ccc2c(c1)N(Cc1c(F)cccc1Cl)C(=O)c1ccccc1S2	x	u	18%	x	6%
32	CSc1ccccc1NC(=O)C1=COCCO1	1%	x	44%[activator]	1%	0%

entry	POLB inh	Pol eta inh	POLK inh	Anesthetic bind
26	-28%	0%	7%	u
30	7%	-4%	-3%	-3%
28	25%	-8%	11%	1%
31	15%	3%	-15%	-7%
25	3%	-15%	-9%	-12%
32	63%	-11%	-9%	-3%

Going on with the list.
entry	mol	BAZ2B inh	G9a block	POLI inh	APEX1 inh	BLM helicase inh
33	CSCCC(NS(=O)(=O)c1ccc(C)cc1)C(=O)N1CCN(C(c2ccccc2)c2ccccc2)CC1 (stereo unspecified)	-2%	23%[2.33 µM]	16%	-24%	x
34	COc1ccc(CN(CC(=O)NCCc2ccccc2)C(=O)CCC(=O)Nc2ccccn2)cc1	-15%	-6%	50%[activator]	10%	-3%
35	O=C(NCCc1ccc(Cl)cc1)c1cc(-c2ccccc2)n[nH]1	-3%	10%[59 µM]	12%	x	-2%
36	O=C(CSc1nc2c([nH]c3ccccc32)c(=O)n1-c1ccccc1)c1ccc(Cl)cc1	2%	4%[59 µM]	-11%	x	-3%
37	Cc1cc(C)c(Cn2c3ccccc3c3cnn(CC(=O)N4CCCCCC4)c(=O)c32)c(C)c1	4%	4%[59 µM]	20%	x	-15%
38	COc1ccc(OCC(=O)NNC(=O)c2ccccc2OCc2c(C)noc2C)cc1	-7%	-1%	26%	-5%	x
39	Cc1cccc(NC(=O)CN2C(=O)C(c3ccc(F)cc3)=NC23CCCCCC3)c1C	-3%	9%[59 µM]	8%	x	-11%
40	Cc1cc(=O)[nH]c(SCC(=O)N2CCCc3ccccc32)n1	-2%	20%[59 µM]	19%	2%	3%
41	O=c1cc(-c2ccc([N+](=O)[O-])cc2)c2cc3c(cc2[nH]1)OCCO3	-25%	-34%	37%[activator]	-1%	0%

entry	POLB inh	Pol eta inh	POLK inh	Anesthetic bind
33	x	-14%	-9%	x
34	14%	-8%	8%	1%
35	90%	-9%	-1%	-11%
36	25%	19%	-7%[60.1 µM]	-7%
37	4%	-20%	-15%	-4%
38	x	-4%	4%	x
39	5%	x	-16%	-15%
40	2%	-7%	8%	-7%
41	u	-7%	19%	-17%

This is a subset (hit frequency here may not be typical).
